Screening data deposited in PubChem by National Center for Advancing Translational Sciences (NCATS).
hERG WT inh = qHTS for Inhibitors of KCHN2 3.1: Wildtype qHTS. U2OS, BacMam KCNH2, thallium flux FluxOr; stronger effect = lower value. activity change, % at 1.84 µM. hit rate 0.37% among 340,000. AID 720551, 2013;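 active = maximum activity change below -70%; inconclusive = maximum activity change between -70% and -50%; inactive = maximum activity change above -50%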; also: % is scaled to controls: 0 for no effect and ±100 for the full control effect
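U2OS cells transduced with wild-type KCNH2 virus are loaded with FluxOr dye for 45 min, and thallium flux is measured in kinetic reads before and after stimulation buffer. Rate constants are normalized to DMSO controls.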
MLL CXXC-DNA inh = qHTS Fluorescence Polarization Assay for Inhibitors of MLL CXXC domain - DNA interaction. Histone-lysine N-methyltransferase 2A (Homo sapiens), Q03164. MLL-CXXC / FITC-HOXA9 DNA fluorescence polarization. Potency, µM (highest dose often 115 µM), inactives show at the top dose activity change, negative = inhibition, hits mostly inhibitors. hit rate 0.037% among 290,000. AID 2662, 2010; active = well fitted inhibition curve with a large enough effect in the polarisation, with a control signal flat, not every such curve was filed as active; inconclusive = small, poorly fitted or top-dose-only effect, or effect the other way, or a change in a side signal; inactive = no such curve, though single readings can be large or run the other way; the % refers to the polarisation; also: potency is read from the fitted curve at half-maximal effect
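Purified MLL-CXXC (added from a 7 uM solution) was preincubated 5 min at ambient with pinned compounds in 50 mM Tris-HCl pH 7.5, 50 mM NaCl, 1 mM DTT, 0.05% BSA. Fluorescein-labeled HOX-A9 DNA (50 nM solution) followed, 30 min, then polarization read.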
Coupling enz = qHTS Assay for Inhibitors of Fructose-1,6-bisphosphate Aldolase from Giardia Lamblia: Coupling assay counterscreen. coupling enzyme system counterscreen, AmpLite Red fluorescence. activity change, negative = inhibition, % at 58.2 µM, hits read low. hit rate 0.67% among 290,000. AID 2472, 2010; in the data active = activity change below about -30%; also: % is scaled to controls: 0 for no effect and ±100 for the full control effect
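Counterscreen lacking aldolase: glyceraldehyde-3-phosphate coupling-enzyme reagent preincubated 10 min at RT with compound (at 57.5 uM final), then substrate/coupling system with AmpLite Red added; fluorescence read at 525/598 nm after 20 min RT.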
TRPV1 agonist = HTS Assay for Compounds that Act as Agonists of the Vanilloid Receptor 1 | TRPV1-expressing cells, Fluo-8 calcium influx, agonist mode | activation, % at 8.33 µM | hit rate 0.19% among 320,000 | AID 540275, 2011; in the data active = activation above about 80%; inconclusive = between about 30% and that limit; also: 0% is about no effect
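TRPV1-expressing cells were cultured overnight at 35.5C and loaded with Fluo-8 calcium dye for 40 to 90 min at room temperature. After a 10 s baseline, compound was added and calcium influx was read kinetically for 3 min (ex 480/em 520 nm).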
PKM2 act = qHTS Assay for Activators of Human Muscle isoform 2 Pyruvate Kinase; hit rate 0.34% among 260,000; purified PKM2, Kinase-Glo ATP luminescence, activation; response scale: 0% is enzyme alone, no compound; Potency, µM (top dose mostly 57.5 µM), inactives show at the highest dose activation, actives largely listed as activators; also: potency is read from the fitted curve at half-maximal effect; % is scaled to controls: 0 for no effect and ±100 for the full control effect; nearly all actives have a fitted effect of over 55% in size
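hPK-M2, >95% pure; 0.1 mM ADP / 0.5 mM PEP final; imidazole pH7.2 buffer w/ 7 mM MgCl2, 50 mM KCl; 1 h RT; Kinase-Glo lum. Intermediate enzyme activity for dual inhibitor/activator qHTS.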
GALK inhibitor = qHTS Assay for Inhibitors of Human Galactokinase (GALK) | hit rate 0.007% among 270,000 | Potency, µM (titrated, usually from 57.5 µM), for inactives: at the highest dose activity change, negative = inhibition, usual class: inhibitors | Purified GALK, Kinase-Glo residual ATP luminescence | P51570 | AID 1868, 2009; also: potency is read from the fitted curve at half-maximal effect; % is scaled to controls: 0 for no effect and ±100 for the full control effect
Target sequence (P51570 whole entry, looked up): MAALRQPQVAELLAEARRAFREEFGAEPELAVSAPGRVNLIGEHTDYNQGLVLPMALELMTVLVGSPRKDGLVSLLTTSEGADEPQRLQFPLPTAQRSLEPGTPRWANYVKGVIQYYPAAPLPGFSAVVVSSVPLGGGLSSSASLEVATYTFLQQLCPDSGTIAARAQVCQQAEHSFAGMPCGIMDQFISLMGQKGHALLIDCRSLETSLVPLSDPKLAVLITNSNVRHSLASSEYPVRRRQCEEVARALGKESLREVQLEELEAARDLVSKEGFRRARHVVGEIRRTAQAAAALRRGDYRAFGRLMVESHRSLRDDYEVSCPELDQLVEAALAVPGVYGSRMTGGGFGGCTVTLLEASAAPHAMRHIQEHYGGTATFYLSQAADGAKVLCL
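Quantitative HTS: GALK 5 nM, ATP 35 uM, galactose 100 uM, 1 h room temperature, then luciferase-based ATP detection.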
KCNH2 3.1 inh = qHTS for Inhibitors of KCHN2 3.1: Mutant qHTS. U2OS KCNH2 3.1, thallium flux FluxOr; stronger effect = lower value. hit rate 0.95% among 340,000. Potassium voltage-gated channel subfamily H member 2, brain isoform KCNH2 3.1 (human). AID 720553, 2013. activity change, % (tested at about 1.8 µM);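 active = maximum activity change below -70%; inconclusive = maximum activity change from -70% to -50%; inactive = maximum activity change above -50%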;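 also: thallium influx rate constant from kinetic fluorescence after stimulation buffer; % is scaled to controls: 0 for no effect and ±100 for the full control effect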
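Measured as rate of thallium-driven FluxOr signal in transduced U2OS cells carrying the 3.1 channel, read kinetically for 2 min upon stimulation; values are rate constants scaled to DMSO control wells.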
Giardia killer = Small Molecules that selectively kill Giardia lamblia: qHTS. Giardia lamblia trophozoite viability. activity change, % at 7.66 µM, hits read low. hit rate 0.15% among 340,000. AID 540267, 2011; in the data active = activity change below about -80%; inconclusive = between about -30% and that limit;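 also: parasites exposed to compound for two days anaerobically before the ATP read; % is scaled to controls: 0 for no effect and ±100 for the full control effect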
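Killing of trophozoites was scored by loss of ATP luminescence after a 48 hrs anaerobic exposure to compounds at 37 deg C, using 100 cells per well.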
B2AR arrestin = qHTS assay of beta-arrestin-biased ligands of beta2-adrenergic receptor. Beta-2 adrenergic receptor (Homo sapiens), P07550. beta-arrestin recruitment to beta2AR, cell-based reporter. Potency, µM (titrated, usually from 46.1 µM), for the others: top-dose activation, actives largely listed as activators. hit rate 0.02% among 330,000;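 also: potency is read from the fitted curve at half-maximal effect; 0% = DMSO controls and full agonism = EC100 isoproterenol or metaproterenol; nearly all actives have a fitted effect of over 65% in size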
Menin-MLL TR inh = qHTS Assay for Inhibitors Targeting the Menin-MLL Interaction in MLL Related Leukemias: Competition With Texas Red Labeled MLL-derived Mutant Peptide | Potency, µM (doses to about 61.6 µM), inactives show at the top dose FP activity change, negative = inhibition, usual class: inhibitors | hit rate 0.23% among 270,000 | Menin + Texas Red MLL mutant peptide, fluorescence polarization; active = well fitted inhibition curve with a large enough effect in the polarisation, with a control signal flat, not every such curve was filed as active; inconclusive = small, poorly fitted or top-dose-only effect, or effect the other way, or a change in a side signal; inactive = no such curve, though single readings can be large or run the other way; the % refers to the polarisation; also: potency is read from the fitted curve at half-maximal effect; % of control where 0% means no effect; many of its hits are not listed in these tables
Target sequence (O00255 whole entry, looked up): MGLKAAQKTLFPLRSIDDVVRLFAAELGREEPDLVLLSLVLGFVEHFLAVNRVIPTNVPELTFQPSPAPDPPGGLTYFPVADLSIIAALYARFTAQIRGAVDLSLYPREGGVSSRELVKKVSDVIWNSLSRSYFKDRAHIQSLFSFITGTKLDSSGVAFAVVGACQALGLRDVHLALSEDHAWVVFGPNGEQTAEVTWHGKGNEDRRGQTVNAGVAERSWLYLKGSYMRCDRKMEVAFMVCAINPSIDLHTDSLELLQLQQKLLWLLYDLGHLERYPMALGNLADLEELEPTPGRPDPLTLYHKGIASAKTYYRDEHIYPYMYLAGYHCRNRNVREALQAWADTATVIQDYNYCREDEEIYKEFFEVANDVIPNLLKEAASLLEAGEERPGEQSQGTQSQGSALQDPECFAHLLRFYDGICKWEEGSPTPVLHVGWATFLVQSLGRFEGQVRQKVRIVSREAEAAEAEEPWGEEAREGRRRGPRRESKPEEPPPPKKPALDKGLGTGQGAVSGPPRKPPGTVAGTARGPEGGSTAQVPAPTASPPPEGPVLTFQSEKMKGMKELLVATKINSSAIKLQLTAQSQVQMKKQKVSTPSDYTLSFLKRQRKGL
USP2a inh = qHTS Assay for Inhibitors of Ubiquitin-specific Protease USP2a Using CHOP2 as the Reporter; USP2 core, Ub-CHOP2 coupled fluorogenic reporter, 485/531; Potency, µM (doses to about 38.3 µM), without a hit: at the highest dose activity change, negative = inhibition, hits mostly inhibitors; hit rate 0.01% among 330,000;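 also: potency is read from the fitted curve at half-maximal effect; plate controls were DMSO wells for no effect and full inhibition by NEM control for full effect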
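Cell-free coupled assay: 10nM USP2 core preincubated 30min RT with compound in Tris-HCl pH 8.0/CaCl2/CHAPS buffer, then 25nM Ub-CHOP2 and 25nM reporter substrate; fluorescence (Ex 485/Em 531) read after 60min RT, normalized to NEM inhibition, concentration-response curves fitted.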
Starred values were filed as active, the others as inactive; ? = inconclusive; . = not tested or not shown; [ ] = another dose, or the depositor's remark. Unless noted, calls follow the shape of the dose curve; as a rule, active = well fitted curve in the direction sought with a large enough effect; inconclusive = small, poorly fitted or top-dose-only effect, or another doubt; inactive = no such curve, though single readings can be large; an effect the other way counts as inactive or inconclusive. Not all compounds are listed; rates above refer to the full screens.

SMILES	hERG WT inh	MLL CXXC-DNA inh	Coupling enz	TRPV1 agonist	PKM2 act	GALK inhibitor	KCNH2 3.1 inh	Giardia killer	B2AR arrestin	Menin-MLL TR inh	USP2a inh
Cc1onc(-c2ccccc2)c1C(=O)Nc1ccc(C(=O)N2CCCCC2)cc1	-3	0%	7	-2	-1%	1%	9	-4	0.6%	-1%	4%
Cc1ccc(NC(=O)c2ccc(NCCc3ccccc3)c([N+](=O)[O-])c2)cc1F	4	3%	2	-4	-16%	-1%	14	-16	0.5%	?	-3%
CCn1c(SCC(=O)N(Cc2ccccc2)C2CCS(=O)(=O)C2)nc2ccccc2c1=O (stereo not given)	-7	-3%	1	12	-1%	0%	2	2	0.4%	-2%	0%
COc1ccc(N(CC(O)Cn2c3ccccc3c3ccccc32)S(=O)(=O)c2ccccc2)cc1 (stereo not given)	-8	28%	-1	4	-3%	-3%	-23	2	-0.6%	25µM*	-2%
COc1ccc(-c2csc(NC(=O)CN3C(=O)CCC3=O)n2)c(OC)c1	-9	-1%	1	-6	4%	-3%	-10	13	0.5%	10%	4%
COC(=O)[C@H](Cc1ccccc1)NC(=O)NCc1ccc(C)cc1	-7	-4%	-1	-6	-18%	0%	3	-9	-0.1%	.	-1%
Cc1cccc(OCC(=O)NCc2nc(-c3ccccc3)no2)c1	4	16%	.	5	-5%	-4%	19	-8	0.2%	.	0%
CCOC(=O)CCNC(=O)N1CCCC(C(=O)c2ccccc2SC)C1 (stereo not given)	7	-4%	-1	2	-3%	-2%	-2	3	-0.5%	0%	1%
CC(=O)c1ccc(N(CC(=O)NC2CCCCC2)C(=O)c2csnn2)cc1	13	5%	2	2	8%	15%	-1	3	0.4%	-5%	0%
CS(=O)(=O)N1CCc2cc(S(=O)(=O)NCCNS(=O)(=O)c3ccc4c(c3)CCN4S(C)(=O)=O)ccc21	-3	9%	3	1	8%	9%	19	-1	0.0%	11%	1%
O=C(CCC1CCCN(C(=O)Cc2cccc(F)c2)C1)N1CCN(c2ccccn2)CC1 (stereo not given)	2	0%	8	0	21%	0%	-2	-12	-0.1%	-22%	3%
COc1ccc(OC)c(S(=O)(=O)N2CCN(C(=O)c3ccco3)CC2)c1	-9	-2%	0	-5	0%	7%	19	-3	-0.2%	1%	-2%
O=C(NCCCN1CCCCC1)C1CCN(S(=O)(=O)N2CCC3(CC2)OCCO3)CC1	-15	6%	4	-3	-8%	-2%	12	?	0.1%	20%	3%
CC[C@]12c3[nH]c4cc(CCC(=O)N(C)C)ccc4c3CCN1C(=O)[C@@H](CC(=O)NC/C=C(\C)CCC=C(C)C)C[C@@H]2C(=O)N1CCN(C(=O)c2ccco2)CC1	5	.	.	.	.	.	-11	-19	0.6%	.	4%
O=S(=O)(NCC1CCCO1)c1cc(Cl)ccc1Br (stereo not given)	5	0%	-2	6	-5%	-1%	5	1	-0.1%	2%	1%
CCOc1ccc(NC(=O)CCC(=O)NNC(=O)c2cccc([N+](=O)[O-])c2)cc1	1	.	.	.	.	.	4	3	-1.4%	.	2%
CCc1cccc(NC(=O)CCCn2nc(CC)n3c(cc4occc43)c2=O)c1	-20	-2%	0	7	.	1%	3	45[activator]	-0.1%	-9%	0%
Cc1ccc2c(c1)CCCN2C(=O)CSc1ccccc1	1	4%	.	18	-5%	-4%	-12	-12	-0.4%	.	-2%
COc1ccc(/C=C/C(=O)O)cc1S(=O)(=O)NCC1CCCO1 (stereo not given)	-8	-4%	3	1	-1%	-2%	2	11	-0.5%	.	9%
CN(c1cccc(NC(=O)c2ccccc2N(Cc2ccccc2)S(C)(=O)=O)c1)S(C)(=O)=O	-9	-4%	0	-5	2%	4%	-8	45[activator]	-0.7%	8%	4%
Cc1cc(C)cc(OCCCOc2cccc3cccnc23)c1	0	-10%	-5	9	0%	2%	4	15	0.4%	-10%	-2%
CCCn1c(C)cc(C(=O)CN2C(=O)c3cccc(N)c3C2=O)c1C	13	1%	0	2	4%	-3%	2	9	-0.1%	.	1%
Cc1cc2cc(C)c3nnc(SCC(=O)Nc4ccc(S(=O)(=O)N5CCCCC5)cc4)n3c2cc1C	-6	5%	0	1	1%	2%	-22	-21	-1.1%	-12%	2%
Cc1cc(C)n2nc(SCc3ccc(F)cc3Cl)nc2n1	-15	2%	-1	-1	.	-4%	-2	-4	0.6%	-6%	1%
COc1cccc2c1Oc1ncccc1N(C(=O)CCC(=O)NCc1ccc(C)cc1)C2	16	2%	1	1	.	-6%	5	14	0.0%	10%	2%
SMILES	hERG WT inh	MLL CXXC-DNA inh	Coupling enz	TRPV1 agonist	PKM2 act	GALK inhibitor	KCNH2 3.1 inh	Giardia killer	B2AR arrestin	Menin-MLL TR inh	USP2a inh
O=C(CN1CCN(S(=O)(=O)c2ccc(F)cc2)CC1)c1ccc(O)c(O)c1	-20	16%	-6	3	10%	0%	29	26	0.2%	13%	-1%
Cc1cc(C)cc(OCC(=O)O/N=C(\N)c2ccccn2)c1	2	0%	0	-1	2%	-1%	-3	4	-0.1%	5%	0%
Cc1ccc(NC(=O)COc2ccc(/C=N\NC(=O)c3cccnc3)cc2)cc1C	-7	35%	.	18	.	2%	-4	-8	-0.1%	.	-7%
COc1ccc(CNC(=O)CSc2n[nH]c(N)n2)cc1OC	-7	-4%	3	-2	-3%	-1%	-7	4	-0.2%	-14%	1%
CC1CCCCN1CC(O)COc1ccc(OCC(O)CN2CCCCC2C)cc1 (stereo not given)	1	-3%	7	-1	-13%	3%	-3	-4	0.4%	0%	3%
COc1cccc(Nc2ccc(Nc3cccc(OC)c3)nn2)c1	-6	4%	-1	0	5%	4%	5	-15	-0.3%	?	4%
CC(C)n1c(SCC(=O)Nc2ccc(F)cc2)nnc1C1CC1	-11	0%	3	-2	-1%	4%	5	-8	0.2%	-1%	0%
Cc1cc(NC(=O)c2ccc3c(c2)C(=O)N(Cc2cccnc2)C3=O)no1	-2	13%	-1	3	-18%	-2%	4	-11	-1.8%	12%	2%
C=C1CCN([C@H](C(=O)Nc2ccc(OC)cc2)C(C)C)S(=O)(=O)c2ccccc21	-3	-3%	8	-6	-1%	-1%	9	7	-0.6%	.	0%
CCOC(=O)c1c(C)[nH]c(C(=O)C(C)OC(=O)c2cccc(OCc3c(C)noc3C)c2)c1C (stereo not given)	-9	3%	-4	1	-1%	.	-23	24	5.2%	-15%	-6%
Cc1ccc(-n2c(C)nn(Cc3ccc([N+](=O)[O-])cc3)c2=O)cc1	18	13%	1	?	-3%	-1%	14	2	-0.1%	-18%	0%
O=S(=O)(NN=C1CCCCCCC1)c1ccc(Br)cc1	7	1%	-2	3	-2%	-4%	-7	11	-0.3%	1%	0%
CC1CCN(C(=O)c2cc(-c3ccc(Cl)c(Cl)c3)on2)CC1	-6	8%	1	?	-1%	-1%	-1	-8	-0.6%	0%	2%
CCc1nc(SCC(=O)NCC2CCCO2)c2oc3ccccc3c2n1 (stereo not given)	4	-9%	2	1	-2%	0%	2	29	-0.3%	-15%	2%
O=C(c1ccc2c(c1)N(Cc1ccccc1)C(=O)CS2)N1CCOCC1	28	2%	0	1	-7%	0%	15	24	0.5%	-2%	1%
Cc1cc(C)n(-c2ccc(NC(=O)C3CCCCN3C(=O)c3cccs3)cc2)n1 (stereo not given)	-13	4%	-5	3	-8%	-5%	10	-14	0.8%	-2%	0%
CC(=O)c1cccc(N(CC(=O)NC2CCCC2)C(=O)c2ccc(C)s2)c1	-4	-1%	1	0	.	-1%	18	-5	0.5%	-7%	-1%
CNC(=O)c1c(NC(=O)c2ccc(N3C(=O)CCC3=O)cc2)sc2c1CCCC2	-3	2%	0	-5	12%	7%	-4	-2	0.0%	?	1%
COc1cccc(CNC(=S)NC2CCCC2)c1	-2	9%	2	?	?	-1%	-6	2	-0.2%	-21%	2%
